Source: PubChem
14-3-3 PPI: 14-3-3 gamma protein interaction modulation. FP, 14-3-3gamma / TMR-pS259-Raf peptide binding. inhibition, % at 40 µM. hit rate 0.19% among 160,000. AID 422; in the data active = inhibition above about 30%;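 also: 0% = protein plus tracer without compound and 100% = blank with tracer alone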
Target sequence (P61981 whole entry, looked up): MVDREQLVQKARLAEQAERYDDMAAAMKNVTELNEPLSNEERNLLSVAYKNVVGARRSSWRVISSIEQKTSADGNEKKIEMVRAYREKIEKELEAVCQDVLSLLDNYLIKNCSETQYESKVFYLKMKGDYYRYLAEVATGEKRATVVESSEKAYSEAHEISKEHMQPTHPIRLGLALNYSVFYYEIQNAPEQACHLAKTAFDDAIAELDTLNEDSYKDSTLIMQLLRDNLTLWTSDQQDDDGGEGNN
An asterisk follows results filed as active; & = joins results of further samples. Not all compounds are listed. The share of hits here may be higher or lower than overall.

SMILES | 14-3-3 PPI
COCCn1c(=O)[nH]c2cc(C(=O)N3CCN(c4cccc(C)c4C)CC3)ccc2c1=O | -12
COc1ccccc1C(=O)Nc1c2c(nn1-c1ccc(C)cc1)CS(=O)(=O)C2 | -1
Cc1ccccc1Cc1c(C)nc2c(C(=O)NC3CCCC(C)C3C)cnn2c1C (configuration not stated) | -12
CCCN1C(=O)c2cc(C(=O)NC3CCCC3)ccc2C1O (configuration not stated) | -1
Cc1cc(=O)[nH]c(Nc2cccc(C(F)(F)F)c2)n1 | -5
O=C(NCc1ccco1)C1CCCN(S(=O)(=O)c2ccc(-n3cnnn3)cc2)C1 (configuration not stated) | -4
COc1ccc([N+](=O)[O-])cc1NC(=O)CN1C(=O)c2ccccc2C1=O | -8
O=C(NC(c1ccccc1)c1ccccc1)c1cnc2n(c1=O)CCS2 | -9
O=C1CC(C(=O)Nc2ccccc2)SC(=Nc2ccccc2)N1 (configuration not stated) | -10
CC(=O)N1CCc2cc(Br)cc(S(=O)(=O)Nc3ccnc4ccccc34)c21 | -5
COc1ccc(OC)c(C2CC(=O)N3CN(c4cccc(Cl)c4)CSC3=C2C#N)c1 (configuration not stated) | 1
Cc1ccc(NC(=O)CSc2nc3[nH]ncc3c(=O)n2-c2ccc(Br)cc2)cc1Cl | -4
Cc1cccc(N2CCN(C(=O)c3ccncc3)CC2)c1C | -7
CCC(=O)N1CCc2cc(S(=O)(=O)CCC(=O)N3CCCC(C)C3)ccc21 (configuration not stated) | -8
CCC(=O)Nc1ccc(S(=O)(=O)Nc2nccs2)cc1 | 6
Cc1nnc2n(-c3ccccc3)c(=O)c3c4c(sc3n12)COC(C)(C)C4 | -5
CC(C)CCNC(=O)c1ccc2c(c1)ncn2C1CCCCC1 | -3
Oc1cc(O)c2c(c1)O[C@H](c1ccc(O)c(O)c1)[C@@H](O)C2 | -5
COC(=O)CSc1nnc(CNC(=O)c2ccccc2F)n1-c1ccccc1 | 0
CC1CCC(C(=O)NC(C(=O)NCCCN2CCOCC2)C(C)C)CC1 (configuration not stated) | 2
CC1CCN(c2nc3c(c(=O)n(C)c(=O)n3C)n2Cc2ccccc2Br)CC1 | 0
O=C(NCc1ccccc1)c1c(F)c(F)c(F)c(F)c1F | 5
S=c1nc(-c2ccccc2)n(CC2CCCO2)c2c1CCCC2 (configuration not stated) | -2
CC(C)N1C(=O)c2ccc([N+](=O)[O-])cc2C1=O | 3
Cc1cc(NC(=O)c2ccc(N3C(=O)CCC3=O)cc2)nc2c1c(=O)oc1ccccc12 | -127
Cc1cc(C)c(C#N)c(SCC(=O)Nc2nccs2)n1 | 7
O=C(CSc1ccccc1C(=O)O)Nc1cccc(C(=O)O)c1 | -2
CCOC(=O)c1cc2c(=O)n3cccc(C)c3nc2n(Cc2ccccc2Cl)c1=N | -1
CC(C)(C)N1NC2(CCCCCC2)NC1=S | 6
O=C(C(c1ccccc1)c1ccccc1)N1CCOCC1 | -6&-2
Cc1ccc(NC(=O)C2CCN(S(=O)(=O)c3cccnc3)CC2)cc1 | -2
Cn1cccc1Cc1nnc(SCC(=O)NCc2ccco2)n1CCc1ccccc1 | 7
C=CCn1c(-c2cc3ccccc3cc2O)n[nH]c1=S | -1
O=C1CC(c2ccco2)CC(O)=C1C=NCC1CCNCC1 (configuration not stated) | -5
CCCN(CCC)S(=O)(=O)c1ccc(NC(=O)C2c3ccccc3Oc3ccccc32)cc1 | -15
CCOc1ccc(N2C(=O)CC(N3CCC(NC(=O)Nc4ccccc4)CC3)C2=O)cc1 (configuration not stated) | -2
CCN1c2ccc(NC(=O)c3coc(=O)c4ccccc34)cc2C2C=CC=CC21 (configuration not stated) | 0
CCOc1ccc(N2CC(C(=O)NCc3cccc(C)c3)CC2=O)cc1 (configuration not stated) | -7
CCn1c(-c2ccccc2)n[nH]c1=S | -3
CCC(O)c1ccc(OCc2ccc(C(=O)OC)cc2)c(OC)c1 (configuration not stated) | 1
Cc1nc(-c2ccc(S(=O)(=O)N3CCC(Cc4ccccc4)CC3)cc2)cs1 | -20
Cc1cc(Cl)nc(Cl)c1C(N)=O | -3
COc1ccccc1NC(=O)c1c(NC(=O)c2cccc(C)c2)sc2c1CCC(C)C2 (configuration not stated) | -3
Cc1cc(C)cc(C(=O)Nc2cc(C)c3c(=O)oc4ccccc4c3n2)c1 | -51
COC(=O)c1sc(=S)n(-c2ccccc2C)c1N | -4
O=S(=O)(c1ccc(Cl)cc1)N1CCCC(C(F)(F)F)C1 (configuration not stated) | -7
Cc1ccc(C(=O)Nc2cc(-c3nc4ccccc4o3)ccc2C)c(Cl)c1 | -241
CC1=C(C(=O)OC2CCCC2)C(c2cc3c(cc2[N+](=O)[O-])OCO3)NC(=O)N1C (configuration not stated) | -5
Cc1ccccc1C1CC(=O)NC2=C1C(=O)CCC2 (configuration not stated) | -3
CCC(CC)C(=O)N1CC(=O)Nc2ccc(Br)cc2C1c1ccccc1 (configuration not stated) | -5
COc1cccc(NC(=O)CC2C(=O)N(c3ccccc3)C(=S)N2CCc2ccc(F)cc2)c1 (configuration not stated) | 7
C=CCN(C(=O)c1ccc(N2CC3CC(C2)c2cccc(=O)n2C3)c(NC(=O)c2cccnc2)c1)c1ccccc1 (configuration not stated) | -10
O=c1c2ccccc2nnn1CSc1nnc(COc2ccc(Cl)cc2)n1Cc1ccco1 | 0
Cc1cccc(-n2cnc3cc(C(=O)NCCN4CCOCC4)ccc32)c1 | -62
O=C(NCCc1ccccc1)c1ccc(Cn2c(=O)[nH]c3ccsc3c2=O)cc1 | 3
O=C(Nc1c2c(nn1-c1ccc(F)cc1)CS(=O)(=O)C2)c1ccc(Cl)c([N+](=O)[O-])c1 | -7
CCCn1cnc2sc(C(=O)Nc3ccc([N+](=O)[O-])cc3)c(C)c2c1=O | -3
CC(Oc1ccc2c(=O)c(Oc3ccccc3Cl)coc2c1)C(=O)OC1CCCCC1 (configuration not stated) | -82
Cc1ccc(-n2nc3cc(C)c(NC(=O)COc4ccc([N+](=O)[O-])cc4)cc3n2)cc1 | 5
Cc1ccc2nc(-c3ccc(N)cc3O)oc2c1 | -17
More entries follow.
SMILES | 14-3-3 PPI
COc1cc(N2CCOCC2)ncn1 | -1
O=C1c2ccc([N+](=O)[O-])cc2C(=O)N1CC1CCCO1 (configuration not stated) | -3
Cc1onc(-c2ccccc2)c1C(=O)N(Cc1ccccc1)Cc1ccccc1 | -9
O=C(O)c1cc(=O)[nH]c2ccc(S(=O)(=O)N3CCOCC3)cc12 | -9
O=C1C2C3CCCC3=C3CCCC3C2C(=O)N1c1cccc(Cl)c1 (configuration not stated) | -11
COc1ccc(-c2nc3ccc(C)cc3nc2-c2ccc(OC)cc2)cc1 | -12
CC(=O)c1ccc(NC2c3ncccc3C(=O)N2Cc2ccc(F)cc2)cc1 (configuration not stated) | -4
CCOC(=O)C1(C(=O)OCC)C(c2ccccc2)CC(O)N1C(C)=O (configuration not stated) | 0
C=CCSc1nnc2sc3ccccc3n12 | 3
O=C(O)c1cc(-c2ccccn2)n[nH]1 | 0
CN(C)CCC(c1ccccc1)c1ccccn1 (configuration not stated) | 1
O=C(Cc1ccc(-n2c(=S)[nH]c3ccccc3c2=O)cc1)NCCc1ccccc1Cl | -8
Cc1nc(SCC(N)=O)c([N+](=O)[O-])[nH]1 | -2
C=CCn1c(N2CCCCCC2)nc2c1c(=O)n(C)c(=O)n2C | -4
COc1cccc(C2C(C(=O)OCC(C)C)=C(C)NC3=C2C(=O)CC(c2cccs2)C3)c1 (configuration not stated) | 0
COc1ccccc1C=Cc1nc2ccccc2n1CCOc1ccccc1 | -61
CN(C)c1ccc(C2OC(=O)C3(CCCC3)C(=O)C2(C)C)cc1 (configuration not stated) | 0
COc1ccc(-n2ncc3c(NCCc4ccc(Cl)cc4)ncnc32)cc1 | -1
CCCCCCCOC(=O)C1=C(C)Nc2ncnn2C1c1ccccc1[N+](=O)[O-] (configuration not stated) | -2
COC(=O)C1C(=O)C2=C(CC1C)NC(C)=C(C(=O)OCCOC(C)C)C2c1cccc(Cl)c1 (configuration not stated) | -2
O=C(NCc1cccnc1)C1CCN(S(=O)(=O)c2cccnc2)CC1 | -3
CC(C)c1ccc(N(C)S(=O)(=O)c2ccc3[nH]cc(C(=O)N4CCOCC4)c(=O)c3c2)cc1 | 2
CC(C)CCNC(=O)CCS(=O)(=O)c1ccc(Br)cc1 | 0
Cc1ccc(C2c3c(oc4cc(C)c(C)cc4c3=O)C(=O)N2CCCN2CCOCC2)cc1 (configuration not stated) | -2
O=C(CSc1nnc(Cc2ccccc2)o1)N1CCCc2ccccc21 | -4
Cc1ccc(-n2c3c(cc(C(=O)NC4CCSC4=O)c2=O)C(=O)CC(C)(C)C3)cc1 (configuration not stated) | -4
CC(C)(C)c1nnc(NCc2ccccc2)[nH]c1=O | 0
CCOC(=O)c1[nH]c2ccc(Br)cc2c1NC(=O)CCN1CCCCC1 | -12
C=CCc1c(C)c(C#N)c2nc3ccccc3n2c1NCc1ccccc1 | -10
CCOc1ccccc1N(C(=O)CNC(=O)c1ccco1)C(C(=O)NC1CCCC1)c1cccnc1 (configuration not stated) | -4
CCCCC(C(=O)Nc1ccc(C(=O)OC)cc1)N1C(=O)c2ccccc2C1=O (configuration not stated) | 7
CC(C)(C)NC(=O)CSc1nc2ccc(N3C(=O)c4ccccc4C3=O)cc2s1 | -12
O=C(CSc1nc2ccccc2c(=O)n1CC1COc2ccccc2O1)NCC1CCCO1 (configuration not stated) | -5
COc1ccc(CCN2C(=O)CSC2c2ccc(C(C)C)cc2)cc1OC (configuration not stated) | -3
CC1=CC2CC1C1C(=O)N(c3ccc(C(=O)O)cc3)C(=O)C21 (configuration not stated) | 6
CCOC(=O)c1cnc2c(OC)cccc2c1Nc1ccc(N(C)C)cc1 | 0
COc1ccc(C(C(=O)NC2CCCC2)N2CCc3ccccc32)cc1 (configuration not stated) | 1
CN(C)CCNc1nc(-c2ccco2)c2c(c1C#N)CC(C)(C)OC2 | 0
COc1ccccc1Oc1ccc(S(=O)(=O)N2CCCC2)cc1 | -9&-10
O=c1nc2n(-c3ccc(F)cc3)c3ccccc3cc-2c(=O)[nH]1 | -16

15 structures from above, sorted by length of the SMILES, rising:
SMILES | 14-3-3 PPI
CCn1c(-c2ccccc2)n[nH]c1=S | -3
O=C(O)c1cc(-c2ccccn2)n[nH]1 | 0
O=C(C(c1ccccc1)c1ccccc1)N1CCOCC1 | -6&-2
CC(C)CCNC(=O)c1ccc2c(c1)ncn2C1CCCCC1 | -3
Cc1cc(=O)[nH]c(Nc2cccc(C(F)(F)F)c2)n1 | -5
CC(C)N1C(=O)c2ccc([N+](=O)[O-])cc2C1=O | 3
C=CCn1c(N2CCCCCC2)nc2c1c(=O)n(C)c(=O)n2C | -4
CC1CCC(C(=O)NC(C(=O)NCCCN2CCOCC2)C(C)C)CC1 (configuration not stated) | 2
COc1ccc(-c2nc3ccc(C)cc3nc2-c2ccc(OC)cc2)cc1 | -12
Cn1cccc1Cc1nnc(SCC(=O)NCc2ccco2)n1CCc1ccccc1 | 7
CCC(=O)N1CCc2cc(S(=O)(=O)CCC(=O)N3CCCC(C)C3)ccc21 (configuration not stated) | -8
Cc1ccc(C2c3c(oc4cc(C)c(C)cc4c3=O)C(=O)N2CCCN2CCOCC2)cc1 (configuration not stated) | -2
COCCn1c(=O)[nH]c2cc(C(=O)N3CCN(c4cccc(C)c4C)CC3)ccc2c1=O | -12
CCOc1ccccc1N(C(=O)CNC(=O)c1ccco1)C(C(=O)NC1CCCC1)c1cccnc1 (configuration not stated) | -4
COC(=O)C1C(=O)C2=C(CC1C)NC(C)=C(C(=O)OCCOC(C)C)C2c1cccc(Cl)c1 (configuration not stated) | -2

Carrying on:
SMILES | 14-3-3 PPI
CCCN1CCN(C(=O)CN2C(=O)CSc3ccc(S(=O)(=O)N4CCOCC4)cc32)CC1 | 4
Cc1ccc(N(Cc2ccc(C(=O)NC(C)c3ccccc3)cc2)S(C)(=O)=O)cc1C (configuration not stated) | -2
CS(=O)(=O)N1CCc2cc(C(=O)O)ccc21 | 14
O=C(Nc1ccc2c(c1)OCO2)C1CCN(S(=O)(=O)c2cccs2)CC1 | -4&-24
Cc1ccc(NC(=O)Cn2cnc3sc(C(=O)N4CCN(c5cccc(Cl)c5)CC4)c(C)c3c2=O)cc1Cl | -15
N#CC1=C2SCN(Cc3ccco3)CN2C(=O)CC1c1c(F)cccc1Cl (configuration not stated) | 2
COc1ccc(C2C(C(=O)OC3CCCC3)=C(C)NC3=C2C(=O)CC(C)(C)C3)cc1Br (configuration not stated) | 0
CC(C)(C)NC(=O)C(Cc1ccccc1)NS(=O)(=O)c1ccc2c(c1)CCC(=O)N2 (configuration not stated) | -12
O=C(Cn1cc(C(=O)COc2ccccc2)c2ccccc21)NCc1ccco1 | -50
O=C(c1ccc2c(=O)n(-c3ccccc3)c(=S)[nH]c2c1)N1CCOCC1 | 10
CC1=CS/C(=C(/C#N)C(=O)N2CCCCC2)N1c1ccccc1 | -2
COc1ccc(/C(O)=C2/C(=O)C(=O)N(CCN(C)C)C2c2ccc(C)cc2)cc1Cl (configuration not stated) | -9
CC(=O)Nc1ccc(NC(=O)CSc2nnc(N)s2)cc1 | -3
N#Cc1ccc(Cn2c(=O)oc3ccccc32)cc1 | -35
COCCn1nnnc1CN1C2CCCC1CC(NC(C)=O)C2 (configuration not stated) | -5
CN1CCN(C(=O)N2c3ccccc3C=Cc3ccccc32)CC1 | -4
O=c1oc2ccccc2n1CSC1=NCCS1 | -8&-4
Cc1ccc2oc(-c3ccc([N+](=O)[O-])cc3)cc(=O)c2c1 | 4
COc1ccc(N2CCN(C(c3ccccc3)c3sc4nc(C)nn4c3O)CC2)cc1 (configuration not stated) | -3
O=C(CSc1nnc(-c2ccccc2)n1Cc1ccco1)Nc1ccc2c(c1)OCCO2 | 0
Cc1cc([N+](=O)[O-])ccc1NC(=O)c1ccc(F)cc1 | 4
COc1ccccc1NS(=O)(=O)c1ccc2[nH]c(=O)sc2c1 | -2
CC1CCCCN1C(=O)CSc1nc(-c2ccco2)cc(C(F)(F)F)n1 (configuration not stated) | -4
CCn1c(N)c(C(=O)N2CCOCC2)sc1=S | 6
Cc1cc(=O)oc2cc(OCCSCCN3CCOCC3)ccc12 | -2
